From PubChem BioAssay
HIV peptide binding: inhibitors of HIV fusion peptide binding, primary screen, biochemical, uHTS, fluorescence dequenching (AID 1986); cell-free peptide binding, fluorescence dequenching, 30 min; higher % means a stronger effect; 0.3% of 290,000 active; inhibition, % at 20 µM; hits with a dose series show IC50 in µM; in the data active means inhibition mostly above about 52%, no sharp cut-off; inactive means mostly below about 76%; further: some results filed as inactive read as strong as hits
Salmonella PhoP GFP: inhibitors of PhoP regulon expression, primary screen, Salmonella Typhimurium, GFP reporter (AID 1863) | 0.16% of 300,000 active | inhibition, % at 50 µM, or IC50 in µM where a hit was titrated | S. Typhimurium PhoP-regulated promoter GFP reporter, 4 h; higher % means a stronger effect;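 active means inhibition over 29.93%, a cutoff 3 SD above the screen mean, later confirmed by dose response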;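 further: 0% = low Mg2+ inducing control and 100% = high Mg2+ repressing control; strong numbers were not always called active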
LYP inhibition: inhibitors of LYP phosphatase, biochemical, fluorescence intensity, uHTS (AID 1779); Tyrosine-protein phosphatase non-receptor type 22 (Homo sapiens); recombinant LYP phosphatase, fluorescence intensity; higher % means a stronger effect; one-dose inhibition, % at 11.5 µM; IC50 in µM for titrated hits; 0.054% of 290,000 active;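 further: plate controls were vehicle with enzyme for no effect and no enzyme for full effect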
Myeloid diff MLP: induction of myeloid progenitor differentiation, primary screen, cell-based, flow cytometry, MLPCN library. 1% of 360,000 active. ER-HoxA9 myeloid progenitors, lysozyme-GFP differentiation. calls only at 10 µM;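 active means normalized GFP-positive differentiation at or above the plate's own cutoff, the solvent-only control mean plus 3 SD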;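 further: cells exposed to compound for four days before flow analysis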
HEK293 NOD2/NF-kB: NOD2 signaling inhibitors, cell-based, luminescence, uHTS, HEK293 (AID 1566); HEK293 NOD2/NF-kB luciferase reporter, luminescence; higher % means a stronger effect; one-dose inhibition, % at 4 µM; EC50 in µM for titrated hits; 0.63% of 290,000 active; further: many of its hits are not listed in these tables
SIAH1 antagonists: Siah-1 peptide-binding antagonists, primary screen, biochemical, fluorescence polarization, rhodamine-plectin, uHTS (AID 1817); E3 ubiquitin-protein ligase SIAH1 (Homo sapiens); Siah-1 / rhodamine-plectin peptide fluorescence polarization; higher % means a stronger effect; displacement, % at 20 µM; hits with a dose series show IC50 in µM; 0.02% of 290,000 active;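 active means displacement of at least 50% at 20 µM, with a fluorescence ratio check between 0.3 and a set limit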;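 further: plate controls were Siah plus tracer with DMSO for no effect and tracer alone without Siah for full effect; strong numbers were not always called active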
KOR beta-arrestin-1: KOR antagonists, beta-arrestin recruitment, cell-based, luminescence, uHTS (AID 1778) | KOR beta-arrestin recruitment, luminescence, antagonist mode; higher % means a stronger effect | 0.091% of 290,000 active | Kappa-type opioid receptor (Homo sapiens) | inhibition, % at 10 µM, or IC50 in µM where a hit was titrated; further: strong numbers were not always called active
KOR beta-arrestin-2: KOR agonists, beta-arrestin recruitment, primary screen, cell-based, luminescence, uHTS (AID 1777); Kappa-type opioid receptor (Homo sapiens); KOR beta-arrestin recruitment, luminescence; higher % means a stronger effect; activation, % at 10 µM; hits with a dose series show EC50 in µM; 0.02% of 280,000 active; in the data active means activation above about 50%, passing the limit was not always enough; further: a part of the inactive calls stands beside numbers as strong as those of hits
NOD1 NF-kB reporter: NOD1 signaling inhibitors, primary screen, cell-based, luminescence, uHTS (AID 1578); NOD1-driven NF-kB luciferase reporter cells, luminescence; higher % means a stronger effect; one-dose inhibition, % at 4 µM; EC50 in µM for titrated hits; 1% of 290,000 active; in the data active means inhibition mostly above about 36%, no sharp cut-off; inactive means mostly below about 34%;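 further: HEK-293T reporter cells stimulated with the NOD1 agonist gamma-tri-DAP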
Myeloid diff MLP GFP+ MAC1+ %: second read-out of Myeloid diff MLP, no call of its own (marks repeat the call); GFP+ MAC1+ double positive, %; measured here: differentiation confirmed by MAC1 staining
Numbers without * were called inactive; i = inactive; . = not tested or not shown; [ ] = another dose, or the depositor's remark. Unless noted, no stated cut-off is given here; in the data, active means inhibition above about 50%; inactive means the rest.

Start of the data: the first two compounds, ahead of the listing:
Fields – HIV peptide binding, Salmonella PhoP GFP, LYP inhibition, Myeloid diff MLP, Myeloid diff MLP GFP+ MAC1+ %, HEK293 NOD2/NF-kB, SIAH1 antagonists, KOR beta-arrestin-1, KOR beta-arrestin-2, NOD1 NF-kB reporter
COc1ccc(/C=N\NC(=O)c2ccccc2Br)cc1COc1ccc(F)cc1
 : 0.2%, -2%, 0%, i, 0.0, 10%, 3%, 8%, 6.6%, 5%
O=C(NNC(=S)NC(=O)c1ccccc1[N+](=O)[O-])c1ccc(Cl)cc1Cl
 : 7.3%, 2%, -1%, i, 0.1, -33%, 4%, -12%[20 µM], -2.6%, -18%

Main list, previewed entries included:
Fields – HIV peptide binding, Salmonella PhoP GFP, LYP inhibition, Myeloid diff MLP, Myeloid diff MLP GFP+ MAC1+ %, HEK293 NOD2/NF-kB, SIAH1 antagonists, KOR beta-arrestin-1, KOR beta-arrestin-2, NOD1 NF-kB reporter
COc1ccc(/C=N\NC(=O)c2ccccc2Br)cc1COc1ccc(F)cc1
 : 0.2%, -2%, 0%, i, 0.0, 10%, 3%, 8%, 6.6%, 5%
O=C(NNC(=S)NC(=O)c1ccccc1[N+](=O)[O-])c1ccc(Cl)cc1Cl
 : 7.3%, 2%, -1%, i, 0.1, -33%, 4%, -12%[20 µM], -2.6%, -18%
Cc1cc2c(cc1S(=O)(=O)N1CCN(c3cccc(C)c3C)CC1)OCC(=O)N2
 : -0.9%, ., 3%, i, 1.3, -2%, -1%, -10%[20 µM], -1.0%, -11%
Cc1nn(CC(=O)N2CCCc3ccccc32)c(C)c1[N+](=O)[O-]
 : -0.2%, 2%, -1%, i, 0.2, -1%, 3%, -10%[20 µM], ., -24%
c1ccc(-c2nc3ccccc3[nH]2)nc1
 : -2.1%, -3%, -6%, i, 0.3, -36%, -8%, -18%, 3.3%, 60%
CC(=O)c1c(N2CCCCC2)nc(=O)n(-c2ccccc2)c1C
 : -2.4%, -2%, 2%, i, 0.8, 0%, 2%, 6%, -1.6%, -28%
O=[N+]([O-])c1cccc(-c2nnc3n2CCCCC3)c1
 : -0.8%, 1%, -9%, i, 0.0, 1%, -1%, -14%, 4.4%, -15%
COc1ccc(NC(=O)CSc2nnnn2-c2ccccc2F)cc1
 : -0.1%, 4%, -10%, i, 0.6, -3%, -1%, -20%[20 µM], -3.8%, 6%
Cc1ccc(S(=O)(=O)N2CCOCC2)cc1NC(=O)COC(=O)CCC(=O)c1cccs1
 : 0.7%, 7%, -8%, i, 0.5, 4%, 0%, 5%, -3.7%, -4%
COc1ccc(Nc2nc(C(F)(F)F)nc(C)c2C#N)cc1
 : 0.9%, 13%, -6%, i, 0.5, 24%, 10%, 0%, -5.1%, -16%
COC(=O)c1ccc(COC(=O)c2cnccn2)cc1
 : -1.2%, -10%, -7%, i, 0.9, 2%, 2%, 16%, -4.1%, -36%
CCc1ccc(/C=C2\CN(CC)Cc3c2nc2ccccc2c3C(=O)O)cc1
 : 31%, 4%, -20%, i, 2.1, 4%, 8%, -56%, 12%, 15%
Cc1nn(CC(=O)NCCc2ccccc2)c(=O)c2ccccc12
 : 3.5%, -1%, -9%, i, 0.7, 1%, -4%, -7%, 3.1%, -27%
CC(CNC(=O)C(=O)NC(C)CCc1ccccc1)Cc1ccccc1 (stereo not drawn)
 : -1.5%, -2%, -6%, i, 1.2, 1%, 1%, -2%, -0.8%, -8%
O=C(NCc1ccccc1)N1CCNCC1
 : -0.7%, -2%, -6%, i, 0.7, 9%, 7%, 0%[20 µM], -5.2%, -15%
O=C(NCc1cccs1)C(=O)c1cn(CC(=O)N2CCOCC2)c2ccccc12
 : -0.2%, 2%, -8%, i, 0.0, 12%, 2%, -9%, -3.7%, -3%
COc1cccc(NC(=O)C(=O)N/N=C/c2cc(C)n(-c3ccc(Cl)c(Cl)c3)c2C)c1
 : 2.4%, -2%, -6%, i, 1.1, -22%, 2%, -52%, -7.8%, -72%
CCc1ccc2c(CC(=O)Nc3nnc(C4CC4)s3)coc2c1
 : -1.8%, -14%, -7%, i, 3.0, 21%, -4%, 12%, -1.5%, .
O=C(NC1CC1)C1CCN(S(=O)(=O)c2ccc(Cl)cc2)CC1
 : 1.3%, -10%, 1%, i, 0.6, 2%, 0%, -27%, 8.4%, -25%
Cc1nc2cccnc2nc1C
 : -0.8%, -4%, -3%, i, 0.5, 17%, -1%, 44%, -2.8%, -3%
COc1ccc(NC(=O)NCCN2C(=O)C3C4C=CC(C4)C3C2=O)cc1 (stereo not drawn)
 : 0.8%, -2%, -3%, i, 1.1, -18%, 1%, -12%, -2.1%, -20%
O=C(N[C@@H](Cc1c[nH]c2ccccc12)C(=O)NC1CC1)c1ccccc1Cl
 : 1.2%, -12%, -4%, i, 0.5, -62%, 5%, 11%, -0.9%, -44%
CCCCOc1cccc(-c2nnc(NC(=O)CSc3ccc(C)cc3)s2)c1
 : -0.7%, -12%, -4%, i, 0.9, 9%, 4%, 12%, -4.4%, -29%
COc1ccc(C(=O)NC2CCCN(Cc3ccccc3F)C2)c(OC)c1OC (stereo not drawn)
 : -0.2%, 4%, -8%, i, 0.7, 14%, 1%, 6%[20 µM], ., -26%
CC(C)(C)NC(=O)COC(=O)c1cc(F)c(F)cc1Cl
 : -0.2%, 9%, -8%, i, 0.6, 10%, 5%, 23%, -4.0%, -10%
O=C(OC(C(=O)NC1CCCCC1)c1ccccc1F)c1ccco1 (stereo not drawn)
 : 0.4%, -1%, -14%, ., ., -27%, 0%, -57%, 5.7%, 15%
O=C(NN=C1CCCC1)c1[nH]c2ccc(Cl)cc2c1-c1ccccc1
 : -0.1%, -1%, 15%, i, 1.0, 6%, -1%, -13%, 3.0%, -10%
CSc1ccc(C(=S)N2CCCCCC2)cc1
 : -2.6%, 7%, -8%, i, 0.6, 15%, 4%, -38%[20 µM], -2.3%, -7%
COc1ccc(C(=O)CSc2nnc(C3CC3)n2N)cc1
 : 1.7%, 5%, -8%, i, 6.1, -2%, 7%, 7%, -2.8%, -31%
Cc1ccccc1NC(=O)CS(=O)(=O)c1cn(CC(=O)N2CCOCC2)c2ccccc12
 : 2.7%, 6%, -9%, i, 0.5, 5%, 4%, -18%, -6.6%, -25%
COc1cc(/C=C2\CCCc3c2nc2ccccc2c3C(=O)O)cc([N+](=O)[O-])c1O
 : 21%, 1%, -3%, i, 0.6, -10%, -12%, -15%, 3.4%, -27%
O=C(NCCn1cccn1)C1CCC(=O)N(CCc2cccc(F)c2)C1 (stereo not drawn)
 : 0.9%, -5%, -5%, i, 1.4, -7%, -2%, 24%, 0.7%, -21%
Cc1c(OCc2nn[nH]n2)ccc2c3c(c(=O)oc12)CCCC3
 : -3.9%, 4%, -3%, i, 1.2, 16%, 5%, 4%, -1.6%, -6%
O=C(Nc1ccc(C2CCCCC2)cc1)C1CCCN(c2ncccn2)C1 (stereo not drawn)
 : -0.8%, ., -10%, i, 1.4, 18%, -4%, -36%, -9.0%, -12%
CCN(CC)CCN(C(=O)CCS(=O)(=O)c1ccccc1)c1nc2cc(OC)c(OC)cc2s1
 : 0.1%, 1%, -5%, i, 0.6, 0%, 6%, 13%, -3.2%, -14%
CCOC(=O)N1CCN(CC(=O)N2c3ccccc3CC2C)CC1 (stereo not drawn)
 : 0.9%, -9%, -7%, i, 0.3, 0%, 2%, 14%, -0.7%, -9%
CCOC(=O)CN1C(=O)C2(OCCCO2)c2cc(Br)ccc21
 : 1.1%, 3%, -14%, i, 0.8, 20%, -2%, 14%, -1.2%, 9%
CC1(OC(=O)C2CCCC2)C(=O)C=C2C=C(c3ccsc3)N(CCCCO)C=C2C1=O (stereo not drawn)
 : 4.2%, -9%, -8%, i, 0.0, 14%, 3%, 12%, 5.4%, -10%
COc1ccc(N2C(=O)CSC23C(=O)Nc2ccccc23)cc1 (stereo not drawn)
 : -1.1%, 3%, -4%, i, 1.1, 7%, 0%, 1%, -0.4%, -17%
COc1ccc(C2CCCN2C(=O)Nc2ccc(F)cc2)cc1OC (stereo not drawn)
 : 1.9%, -1%, -3%, i, 1.0, 1%, 0%, 26%, -1.4%, -27%
CN(CC1CCOCC1)C(=O)CC1C(=O)NCCN1Cc1ccccc1F (stereo not drawn)
 : 1.9%, -3%, 1%, i, 1.0, 0%, 0%, 8%, 3.6%, -19%
C/C(=N\Nc1ncc(Cl)cc1Cl)c1ccc(C#N)cc1
 : 0.3%, -1%, 0%, i, 0.6, 4%, -5%, -10%, -2.9%, -40%
COc1cccc(CN2CCN(c3ncccn3)CC2)c1
 : 0.6%, 0%, -3%, i, 0.7, 3%, 5%, -20%, 3.5%, -15%
COCC(C)NC(=O)c1cc2c(ccc3ccccc32)oc1=O (stereo not drawn)
 : -1.4%, 13%, -10%, i, 0.4, 8%, 4%, -50%[20 µM], -1.0%, -25%
Nn1cnc2cc3ccccc3cc2c1=O
 : -0.8%, -7%, -8%, i, 0.8, -14%, 6%, -9%, 0.7%, -22%
Cc1cc(C)cc(OCC(=O)Nc2cccc(-c3nnc(-c4ccco4)o3)c2)c1
 : -0.1%, -4%, 6%, ., ., 8%, 2%, -10%, 7.3%, -20%
CC1CCC(C(C)C)C(OCC(O)C[N+]2(C)CCCCC2)C1 (stereo not drawn)
 : -1.5%, -2%, -2%, i, 0.3, -6%, 4%, 28%[20 µM], -2.7%, -11%
O=C(Nc1ccc2c(c1)OCCO2)c1cccc(C(=O)Nc2ccc3c(c2)OCCO3)c1
 : 1.0%, -5%, -5%, i, 0.8, -26%, 1%, -18%, -5.1%, -1%
COc1ccc(Cc2nnc(SCC(=O)NC(C)c3ccccc3)o2)cc1 (stereo not drawn)
 : -1.1%, 0%, -4%, i, 2.9, 2%, -2%, 10%, 1.3%, -14%
O=C(CCS(=O)(=O)c1cc2c(cc1Cl)NC(=O)CO2)NCCc1ccccc1
 : 1.6%, -5%, -12%, i, 4.7, 8%, 2%, -19%, 6.4%, -6%
N#CCSc1nc(Nc2ccc3c(c2)OCO3)c2ccccc2n1
 : 2.1%, 10%, -5%, i, 4.4, 22%, 0%, -30%, -0.5%, 18%
C/C(=N/NC(=O)c1cccnc1)C1=C(O)CC(C)(C)CC1=O
 : 3.9%, 11%, -7%, i, 0.7, -2%, 3%, -6%, 2.5%, -25%
CCn1cc(C(=O)N[C@H](C(=O)O)C(C)C)c(=O)c2cc3c(cc21)OCO3
 : -0.8%, 26%, -7%, i, 0.6, 12%, 6%, 33%, -4.7%, -5%
c1ccc(-c2ccccc2OCCCCN2CCCCCC2)cc1
 : 1.3%, 9%, -1%, i, 0.6, -25%, 8%, -27%, 1.0%, -35%
CN(C)c1ccc2nc3c(=O)[nH]c(=O)nc-3n(CC(O)C(O)C(O)CO)c2c1 (stereo not drawn)
 : 159%, -29%, -1%, i, 0.6, 3%, 110%, 34%, -1.6%, -4%
O=C(CN1C(=O)c2ccccc2S1(=O)=O)Nc1ccccc1C(=O)NCc1ccco1
 : -0.4%, 6%, -1%, i, 1.5, 4%, 4%, -35%, -1.8%, -21%
C=CCn1c(SCC(=O)C23CC4CC(CC(C4)C2)C3)nc(O)cc1=O
 : 4.0%, -3%, -2%, i, 0.4, 20%, 0%, 8%, -5.1%, 10%

An excerpt; count on the stated rates, not on these rows.
